Screening data deposited in PubChem by several laboratories.
FadD28 binding: inhibitors of FadD28 bisubstrate probe binding, primary screen, biochemical, fluorescence polarization, single point; Mycobacterium tuberculosis FadD28 fatty-acid-AMP ligase; inhibition, % at 12.5 µM; 360,000 compounds, 0.22% hits; in the data active = inhibition above about 8.5%, passing the limit was not always enough; inconclusive = no clear call, values can overlap the other calls
PrPC TRFRET: inhibitors of human cell surface prion protein PrPC, primary screen, cell-based, TR-FRET; Major prion protein (Homo sapiens), P04156; TR-FRET read-out; inhibition, % at 13.8 µM; 370,000 compounds, 0.43% hits; AID 720596, 2013; in the data active = inhibition above about 24%; also: 0% = median of the test wells and 100% = reference compound wells
Rv3671c inh: Rv3671c serine protease inhibitors, primary screen, biochemical, fluorescence polarization, M. tuberculosis H37Rv; P9WHR9; inhibition, % at 5.96 µM; 320,000 compounds, 0.048% hits; in the data active = inhibition above about 38%;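 also: extracellular domain of Rv3671c used as enzyme; 0% = enzyme with DMSO and 100% = no enzyme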
MazF activator: activators of E. coli MazEF toxin-antitoxin RNase, primary screen, biochemical, fluorescence, uHTS. Endoribonuclease toxin MazF (Escherichia coli (strain K12)), P0AE70. FAM/BHQ RNA-DNA oligo cleavage fluorescence, 5 h. activation, % at 20 µM. 350,000 compounds, 0.32% hits; in the data active = activation above about 50%
Target sequence (P0AE70 whole entry, looked up): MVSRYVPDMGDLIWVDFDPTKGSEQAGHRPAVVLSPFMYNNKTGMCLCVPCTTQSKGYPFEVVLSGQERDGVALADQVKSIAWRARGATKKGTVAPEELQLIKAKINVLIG
BioA inh: M. tuberculosis BioA enzyme inhibitors, primary screen, biochemical, plate reader, single point, HTS | 360,000 compounds, 0.096% hits | inhibition, % at 9.99 µM | purified M. tuberculosis BioA enzyme; in the data active = inhibition above about 40%; inconclusive = no clear call, values can overlap the other calls
BoNT F protease: BoNT/F light chain protease inhibitors, primary screen, biochemical, flow cytometry, MLPCN library. Multiplex microsphere protease cleavage assay. inhibition, % at 10 µM. 360,000 compounds, 0.22% hits; in the data active = inhibition above about 35%, passing the limit was not always enough; inconclusive = no clear call, values can overlap the other calls; also: plate controls were buffer without enzyme for full effect and enzyme alone for no effect
Mtb UGM inh: M. tuberculosis UGM enzyme inhibitors, primary screen, biochemical, fluorescence polarization, single point; purified UGM, fluorescence polarization probe displacement; 320,000 compounds, 0.06% hits; inhibition, % at 10 µM; UDP-galactopyranose mutase (Mycobacterium tuberculosis (strain ATCC 25618 / H37Rv)), …; in the data active = inhibition above about 10%, passing the limit was not always enough; inconclusive = no clear call, values can overlap the other calls
Target sequence (P9WIQ1 whole entry, looked up): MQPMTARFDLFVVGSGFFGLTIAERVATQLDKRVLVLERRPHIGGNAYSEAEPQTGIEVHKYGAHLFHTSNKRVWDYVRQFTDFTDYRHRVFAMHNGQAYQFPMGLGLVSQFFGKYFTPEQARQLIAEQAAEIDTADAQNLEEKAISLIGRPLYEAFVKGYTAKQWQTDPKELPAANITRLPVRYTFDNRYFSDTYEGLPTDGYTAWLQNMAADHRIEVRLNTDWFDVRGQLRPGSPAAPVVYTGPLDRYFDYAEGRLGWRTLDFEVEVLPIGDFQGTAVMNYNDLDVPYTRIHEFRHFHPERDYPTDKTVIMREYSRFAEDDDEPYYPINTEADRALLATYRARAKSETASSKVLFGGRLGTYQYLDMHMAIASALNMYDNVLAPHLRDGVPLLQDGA
FBA Mtb inh: Mtb FBA enzyme inhibitors, primary screen, biochemical, fluorescence, strain H37Rv. purified M. tuberculosis FBA, fluorescence read-out. inhibition, % at 1 µM. 360,000 compounds, 2.3% hits. AID 588726, 2011; in the data active = inhibition above about 27%;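 also: 0% = vehicle and 100% = reference inhibitor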
Target sequence (P9WQA3 whole entry, looked up): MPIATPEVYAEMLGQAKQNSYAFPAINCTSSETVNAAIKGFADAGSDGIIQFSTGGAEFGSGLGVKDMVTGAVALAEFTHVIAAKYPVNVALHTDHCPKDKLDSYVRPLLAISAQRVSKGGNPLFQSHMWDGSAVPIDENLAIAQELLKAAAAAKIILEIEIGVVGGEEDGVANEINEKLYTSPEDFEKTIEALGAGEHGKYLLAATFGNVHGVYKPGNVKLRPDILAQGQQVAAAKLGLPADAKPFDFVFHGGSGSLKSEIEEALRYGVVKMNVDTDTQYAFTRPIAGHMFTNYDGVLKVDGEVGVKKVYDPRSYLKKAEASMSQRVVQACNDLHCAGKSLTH
GDH-TPI counter: GDH-TPI coupling enzyme inhibitors, primary screen, artefact control for M. tuberculosis FBA inhibitor project, biochemical, absorbance, full deck; GDH-TPI coupled enzyme counterscreen, NADH absorbance; AID 588335, 2011; 360,000 compounds, 1.2% hits; inhibition, % at 4.8 µM; in the data active = inhibition above about 30%;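 also: 0% = DMSO wells and 100% = wells lacking the enzyme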
* = called active by the depositor; ? = inconclusive; . = not tested or not shown.

Values run as follows: FadD28 binding, PrPC TRFRET, Rv3671c inh, MazF activator, BioA inh, BoNT F protease, Mtb UGM inh, FBA Mtb inh, GDH-TPI counter
- COc1ccc(C(CNC(=O)c2cc(=O)[nH]c3ccccc23)N2CCCC2)cc1 (stereo not given)
→ 0.4, -7, 6, -1, ., 4, 3.4, 4, 8
- O=C(COC(=O)c1cccs1)Nc1ccc(S(=O)(=O)N2CCOCC2)cc1
→ -0.9, -9, 1, 1, ., -7, 1.2, 2, 0
- COc1ccc(C(=O)N/C(=C\c2cn(C)c3ccccc23)C(=O)NCCCn2ccnc2)cc1OC
→ -1.4, -4, -2, 4, ., 2, -5.6, 2, 18
- Cc1ccc2c(c1)c1c(n2CC2COC(C)(C)O2)C(=O)CCC1 (stereo not given)
→ -2.9, 8, 2, 10, 1.9, -1, -1.1, 20, 12
- C#CCOCCOCCOCCNc1nc(N2CCN(C(=O)[C@H](CCC(=O)O)n3cc([C@@H](N)CCCCN)nn3)CC2)nc(N2CCN(C(=O)[C@H](CCCCN)n3cc([C@@H](N)CC(N)=O)nn3)CC2)n1
→ -2.2, 1, 1, -7, 1.0, 1, 0.4, -1, 8
- c1ccc(-c2nnc(-c3ccccn3)nc2NC2CCCCC2)cc1
→ -1.1, 38*, 3, -8, 4.2, -14, -1.7, -2, 18
- CC1C(=O)C(C)C(c2ccc(O)cc2)NC1c1ccc(O)cc1 (stereo not given)
→ -3.8, 10, -6, 5, -0.6, 1, 1.5, 1, -7
- CC(C)Cc1[nH]c(=O)c(C#N)c2c1CCC2
→ -1.3, -3, -2, 0, -1.3, -19, 4.9, 52*, 29
- CCS(=O)(=O)N1Cc2ccccc2CC1C(=O)Nc1nc2ccccc2[nH]1 (stereo not given)
→ -5.1, -2, -1, 5, ., -6, -0.4, 1, 3
- CCN1CCN(c2ncc3c(n2)CC(c2ccc(OC)c(OC)c2)CC3=O)CC1 (stereo not given)
→ -1.7, 0, 8, 3, 7.2, -2, -4.3, -1, 16
- COCc1cc(C)nc2sc3c(=O)n(Cc4ccco4)nnc3c12
→ 0.1, -3, ., 10, -0.8, -3, ., 7, 9
- Cc1c(NC(=O)COC(=O)C23CC4CC(CC(O)(C4)C2)C3)c(=O)n(-c2ccccc2)n1C
→ 0.5, 0, -5, -1, ., -7, 1.5, -2, 0
- CCOC(=O)c1sc2nc(CN3CCN(c4cccc(C(F)(F)F)c4)CC3)[nH]c(=O)c2c1C
→ -1.1, -3, -9, -42, ., -4, 3.4, 1, 7
- Cc1ccc(S(=O)(=O)CCC(=O)OC(C)C(=O)N2CCc3ccccc32)cc1 (stereo not given)
→ 0.4, -2, -1, 4, 1.8, 7, -0.8, -1, 7
- COc1cc(-c2nnc3n(CCc4ccccc4)c(=O)c4ccccc4n23)cc(OC)c1OC
→ -2.0, 9, 1, 1, ., -3, 1.1, -2, -1
- O=C1C2CCCCN2C(=O)N1CCCCN1CCN(c2ccc([N+](=O)[O-])cc2)CC1 (stereo not given)
→ -4.2, -41, 3, -2, 1.5, 0, -1.2, -9, -8
- CCOC(=O)NC(Nc1nc2ccccc2s1)(C(=O)OCC)C(F)(F)F (stereo not given)
→ -0.7, 3, -5, 1, ., -8, 0.8, 3, 0
- Cc1cccc(C(=O)Oc2coc(CSc3nnc(NC(=O)C4CC4)s3)cc2=O)c1
→ -2.1, 12, 0, 2, ., -3, 1.0, -2, 4
- COc1ccccc1/C=C/C(=O)OCc1nc2ccccc2c(=O)[nH]1
→ ., 2, -5, 2, ., -2, -1.2, 3, -2
- CC(C)CN1C(=O)c2ccc(C(=O)Nc3ccncc3)cc2C1=O
→ 0.2, 5, -1, -6, -0.2, -8, 2.2, 1, 15
- Cc1cccc(-n2cnc(C(=O)Nc3cccnc3)c2)n1
→ -0.2, 5, -2, 0, -2.2, -6, -3.2, 1, 8
- CCOC(=O)C1(Cc2ccccc2C(F)(F)F)CCN(C(=O)c2cc(C)n(C)n2)CC1
→ -4.4, 5, -7, 4, ., -1, 2.6, -6, 1
- COCCN(Cc1ccc(OC)cc1)c1c(C)nc2ccc(C(=O)NCCc3c[nH]c4ccccc34)cn12
→ -1.8, -8, ., ., -2.5, -7, ., 0, 11
- COc1cccc(-c2cc(C(=O)Nc3nc4ccccc4s3)c3ccccc3n2)c1
→ -2.5, -2, -82, -3, -3.8, -23, 0.2, 4, 33*
- N#CCCn1cc(C(=O)Nc2ccccc2Cl)c(-c2ccc(F)cc2)n1
→ -3.4, 7, 0, 1, -1.1, 19, 0.1, 0, 6
- O=C(Nc1ccccc1-c1nnc(SCc2ccccc2)o1)c1ccccc1
→ 1.6, -2, -25, 4, -1.5, -6, 0.1, 0, 12
- O=C(NCc1ccco1)c1ccc2c(c1)CCO2
→ -1.2, -4, 0, 7, -0.6, ?, -0.5, -1, 16
- COc1ccc2ncccc2c1Cc1c(OC)ccc2ncccc12
→ -1.2, -22, ., 1, -0.9, -8, ., -3, 3
- CC1CCCN(CCCNS(=O)(=O)c2cc(Br)cc3c2N(C(=O)C2CC2)CC3)C1 (stereo not given)
→ -0.3, 4, 1, -2, -2.1, 5, -0.8, -2, -11
- Cc1nc2c3cc(F)ccc3n(CCN3CCCCC3)c2s1
→ -1.0, 0, -9, -6, -1.7, -13, 1.4, -2, 0
- CNC(=O)COC(=O)c1cc2c(s1)CCCC2
→ -2.9, 1, 5, 2, ., -1, -2.9, 0, -3
- CCN(Cc1ccccc1)S(=O)(=O)c1ccc2oc(C(=O)O)c(C)c2c1
→ -2.2, 4, -8, 3, 0.3, -7, 2.2, -1, 8
- O=c1oc2ccccc2cc1-c1csc(Cc2nc(-c3ccc(Cl)cc3)cs2)n1
→ -2.1, -9, -8, -26, 0.9, -2, -0.9, 3, -3
- CCN1C(=O)N(c2ccc(C(C)=O)cc2)S(=O)(=O)c2ccccc21
→ -1.9, 5, -6, 2, 20, -5, 0.9, -2, -1
- Cc1ccc(CSc2ncnc3ccccc23)cc1
→ -2.8, 4, 7, -5, -0.3, -3, -0.9, 3, 13
- COc1cc(/C=C/C(=O)NC(C)C)ccc1OCc1ccccc1
→ -3.4, 3, 5, 4, -0.8, -5, -1.0, 7, 4
- O=[N+]([O-])c1cc(S(=O)(=O)N2CCCCCC2)ccc1Cl
→ -2.0, -20, ., 3, ., -7, ., 8, 7
- CC1CN(S(=O)(=O)c2ccc(C(=O)Nc3nnc(-c4ccc5c(c4)CCCC5)o3)cc2)CC(C)O1 (stereo not given)
→ -2.0, -3, 3, 4, 0.3, -14, 3.7, -1, 1
- O=C(NCc1ccco1)c1ccc2c(c1)C(=O)c1ccccc1-2
→ -2.8, -4, -2, -3, 5.6, 1, -2.4, -2, -5
- COc1cc(-c2noc(C)c2C(=O)NCCCn2ccnc2)cc(OC)c1OC
→ 0.2, -1, -1, -3, 1.0, -5, -1.7, 2, 10

An excerpt from above, limited to BioA inh.
mol,BioA inh
N#CCCn1cc(C(=O)Nc2ccccc2Cl)c(-c2ccc(F)cc2)n1,-1.1
COc1ccc2ncccc2c1Cc1c(OC)ccc2ncccc12,-0.9

The list goes on:
Values run as follows: FadD28 binding, PrPC TRFRET, Rv3671c inh, MazF activator, BioA inh, BoNT F protease, Mtb UGM inh, FBA Mtb inh, GDH-TPI counter
- CCOC(=O)c1ccc(NC(=O)CSc2ccc(-c3ccncc3)nn2)cc1
→ -1.6, 3, 0, 7, 1.3, -2, -0.7, 5, -3
- COCOc1cccc(CN2CCC(C)(Oc3ccc(SC)cc3)C2)c1 (stereo not given)
→ -0.4, 0, ., ., 0.1, -6, ., 1, 13
- CC(=O)c1ccccc1OCCn1nnc(-c2ccc(C)cc2)n1
→ -0.8, 2, -5, -1, ., -1, 0.9, 3, 6
- Cc1csc(NC(=O)c2cnc3ccccc3n2)n1
→ ., -31, -14, -5, -0.7, -2, 2.6, -1, 13
- Clc1ccccc1CNc1ncnc2nc[nH]c12
→ -1.9, 0, -1, 12, 1.7, 5, 0.2, 0, 1
- CCOC(=O)c1c(C)nc2sc3c(=O)[nH]cnc3c2c1-c1ccc(OC)cc1
→ -1.2, 9, 8, 3, -0.7, -1, -0.1, 7, 12
- N=C1/C(=C\c2ccc(OC(=O)c3ccc(F)cc3)cc2)C(=O)N=C2SC(N3CCCC3)=NN12
→ 0.6, -6, 0, 11, -0.6, -8, 2.3, 0, 16
- COc1cc(/C=C2\SC(=O)N(c3ccc(Cl)cc3)C2=O)cc([N+](=O)[O-])c1O
→ -0.8, -12, ., -23, ., -9, ., -13, 4
- CC1CCN(C(=O)CCc2nnc(-c3ccccc3)o2)CC1
→ -2.1, -1, -9, -8, ., -2, 0.7, -1, 5
- C=C[C@@H]1c2cc(C)ccc2N(S(=O)(=O)c2ccc(C)cc2)[C@H](c2ccccc2)C1(C#N)S(=O)(=O)c1ccccc1 (stereo not given in full)
→ -2.0, -2, 0, -13, -3.0, -3, -0.8, 1, -5
- CN(C(=O)/C=C/c1cnc2ccccc2c1)C1CCCCC1
→ -0.4, -4, -2, 7, ., 3, -2.5, 0, 7
- CN1OC[C@@H]2CN(Cc3ccccc3)[C@H](c3cccc(Oc4ccccc4)c3)C[C@@H]21
→ -4.4, -6, ., -9, 0.5, -4, ., -1, 1
- O=C(CSC1=NS(=O)(=O)c2cc(Cl)ccc2N1)c1ccc(Cl)cc1
→ -3.0, 2, 16, 1, ., 12, ., 1, -8
- Cc1nn(CC(=O)Nc2ccncc2)c(C)c1[N+](=O)[O-]
→ -2.4, -4, -7, -2, ., -2, 0.6, -5, -17
- O=C(CCC1COc2ccccc2O1)Nc1ncccc1O (stereo not given)
→ 0.1, -3, 3, 2, -1.3, -9, -0.2, 1, 1
- Cc1ccnc(NC(=O)c2ccc3c(c2)C(=O)N(CC2CCCO2)C3=O)c1 (stereo not given)
→ -3.7, -3, 3, 2, ., -3, -0.2, 1, -13
- Cc1cc(=O)n2nc(N3CCCC3C(=O)Nc3ccccc3C)sc2n1 (stereo not given)
→ -0.6, -1, 7, -11, -1.2, -4, 2.3, 0, 8
- COc1ccc(OC)c(C2C(C#N)=C(N)N(N(C)C)C3=C2C(=O)CCC3)c1 (stereo not given)
→ -0.5, -8, -1, 6, ., -1, 1.2, 2, 14

In another format: results already given
Cc1nn(CC(=O)Nc2ccncc2)c(C)c1[N+](=O)[O-]
- FadD28 binding: -2.4
- PrPC TRFRET: -4
- Rv3671c inh: -7
- MazF activator: -2
- BioA inh: .
- BoNT F protease: -2
- Mtb UGM inh: 0.6
- FBA Mtb inh: -5
- GDH-TPI counter: -17

O=C(CCC1COc2ccccc2O1)Nc1ncccc1O (stereo not given)
- FadD28 binding: 0.1
- PrPC TRFRET: -3
- Rv3671c inh: 3
- MazF activator: 2
- BioA inh: -1.3
- BoNT F protease: -9
- Mtb UGM inh: -0.2
- FBA Mtb inh: 1
- GDH-TPI counter: 1

Cc1ccnc(NC(=O)c2ccc3c(c2)C(=O)N(CC2CCCO2)C3=O)c1 (stereo not given)
- FadD28 binding: -3.7
- PrPC TRFRET: -3
- Rv3671c inh: 3
- MazF activator: 2
- BioA inh: .
- BoNT F protease: -3
- Mtb UGM inh: -0.2
- FBA Mtb inh: 1
- GDH-TPI counter: -13

Cc1cc(=O)n2nc(N3CCCC3C(=O)Nc3ccccc3C)sc2n1 (stereo not given)
- FadD28 binding: -0.6
- PrPC TRFRET: -1
- Rv3671c inh: 7
- MazF activator: -11
- BioA inh: -1.2
- BoNT F protease: -4
- Mtb UGM inh: 2.3
- FBA Mtb inh: 0
- GDH-TPI counter: 8
